Screening data (PubChem BioAssay)
SK-BR-3 tox 24h – SK-BR-3 proliferation inhibitors. SK-BR-3 viability, CellTiter-Glo ATP luminescence, 24 h; hits give low values. viability, % at 10 µM. 41,000 tested, 0.47% active;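 active = viability at or below the median of all test compounds minus 3 SD, in both replicates if run twice, cut at about 45% in these data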;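 note: 100% = median untreated cell wells and 0% = median positive control drug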
Numbers without * were called inactive.

SMILES | SK-BR-3 tox 24h
COc1ccc(C(c2nnnn2C(C)(C)C)N2CCN(c3nc4ccccc4s3)CC2)cc1 (configuration not stated) | 80
Cn1c(CCNC(=O)C(C)(C)C)nc2ccccc21 | 113
CC(C)(C)C1=Nn2c(nnc2-c2ccccn2)SC1 | 80
O=C(C1CCCO1)N1CCN(S(=O)(=O)c2ccccc2)CC1 (configuration not stated) | 89
O=c1nc(-c2ccccc2)c2cc(Cl)ccc2[nH]1 | 93
CSc1cccc(NC(=O)CN(C2CCCCC2)S(C)(=O)=O)c1 | 87
Cc1[nH]nc2c1C(c1ccc(OC(=O)c3ccco3)cc1)C(C#N)=C(N)O2 (configuration not stated) | 105
CN(C)c1cccc(-c2nnc(SCCCC#N)o2)c1 | 83
O=C(NCc1ccccn1)c1cc(-n2cnnc2)ccc1Cl | 105
COc1c(F)c(F)c(C(=O)Nc2ccc(NC(=O)c3ccco3)cc2)c(F)c1F | 75
O=c1oc2c(CN3CCCCC3)c(O)ccc2c2c1CCCCC2 | 80
CCOC(=O)Cc1cnc(NC(=O)c2ccccc2)s1 | 64
Cc1cc(NC(=O)CCC(=O)N(c2ccccc2)C2(C(=O)NC3CCCCC3)CCCC2)no1 | 106
CCC(C)(C)NC(=O)C(c1ccncc1)N(Cc1cccs1)C(=O)Cn1nnc2ccccc21 (configuration not stated) | 108
COc1ccc(-c2cc(NCCc3ccncc3)n3ncnc3n2)cc1 | 84
N#CCCn1c(Cl)nc2ccccc21 | 100
CCOC(=O)C1CCN(CC(=O)c2c(C)[nH]c3ccccc23)CC1 | 108
COc1cc2nc(C3CCC3)n(NC(=O)C3CCC(OC)CC3)c(=O)c2cc1OC (configuration not stated) | 90
CCCOc1ccc(N2C(=O)CC(N3CCC(O)(c4cccc(C(F)(F)F)c4)CC3)C2=O)cc1 (configuration not stated) | 86
O=C(COC(=O)C12CC3CC(CC(C3)C1)C2)NCc1ccco1 | 117
OC(CN1CCOCC1)Cn1c(-c2cccc(Cl)c2)nc2ccccc21 (configuration not stated) | 94
C=CCn1c(=O)c2c(C)c(C)sc2n2c(Nc3ccccc3)nnc12 | 101
CCN1CCN(CNC(=O)c2cnccn2)CC1 | 101
CCc1nc2oc3ccccc3c(=O)c2c(=O)n1CCOC | 79
O=C(Oc1nsnc1N1CCOCC1)N(c1ccccc1)c1ccccc1 | 121
Cc1nn(S(=O)(=O)N(C)C)c(C)c1CN1C(=O)c2ccccc2C1=O | 98
CCOC(=O)c1ccc(NC(=O)CSc2nnc(-c3ccncc3)n2C)cc1 | 85
CC1(C(=O)CSc2n[nH]c(-c3ccccc3Cl)n2)CCC(=O)O1 (configuration not stated) | 103
COC(=O)c1ccccc1NC(=O)CC(NCc1ccccc1)C(=O)O (configuration not stated) | 88
CC(C)N(Cc1nc(-c2ccccc2)no1)C(=O)CSc1ccccc1 | 88
CCCOc1ccc(/C(O)=C2/C(=O)C(=O)N(CCN(C)C)C2c2ccncc2)cc1 (configuration not stated) | 101
COc1ccc(OCCC(=O)Nc2cc(C)on2)cc1 | 106
O=S(=O)(c1cccc(-c2cn3cccnc3n2)c1)N1CCCCCC1 | 87
COc1ccc(-c2coc3c(CN4CCCCC4)c(O)c(CN4CCCCC4)c(O)c3c2=O)cc1 | 74
COc1ccccc1Oc1c(C)oc2c(CN3CCN(C)CC3)c(O)ccc2c1=O | 73
COc1cc(OC)c2c(C)c(Cl)c(=O)oc2c1 | 77
Cc1ccc(/C(O)=C2\C(=O)C(=O)N(c3cc(C)on3)C2c2cccc(Br)c2)cc1 (configuration not stated) | 78
CCN(CC)C(=O)Cn1nnc(-c2ccc(C)o2)n1 | 105
CCOC(=O)N1CCN(c2nc(-c3ccc(F)cc3)cs2)CC1 | 95
C=CCOc1nc2c(c(=O)n(C)c(=O)n2C)n1Cc1ccc(Cl)cc1Cl | 78
CCCC12CN(C(=O)c3ccc(OC)cc3)CC(C)(CN(C(=O)c3ccc(OC)cc3)C1)C2=O | 84
Cc1c(-c2ccccc2)oc2nc3c(c(=O)n(C)c(=O)n3C)n12 | 91
CSc1nc(C)cc(-n2ccc(=O)[nH]c2=O)n1 | 91
Cc1cc2oc(=O)cc(CN3CCN(Cc4ccc5c(c4)OCO5)CC3)c2cc1C | 83
COc1ccc(Cc2nn3c(-c4ccccc4OC)nnc3s2)cc1 | 78
Cc1ccc(Cc2nc(-c3cccc(C)c3)no2)cc1 | 97
Cc1onc(-c2ccccc2)c1C(=O)Nc1sc2c(c1C#N)CCC(C)C2 (configuration not stated) | 96
CCC(=O)Nc1ccc2c(c1)nc(CCN1CCN(C)CC1)n2C | 87
CCn1c(=O)n(CC(=O)NC2CCCC(C)C2C)c(=O)c2ccccc21 (configuration not stated) | 84
O=C(NCc1ccco1)C(c1ccco1)N(CCc1ccccc1)C(=O)Cn1nnc2ccccc21 (configuration not stated) | 80
COc1ccc(Cl)cc1-c1n[nH]c(=S)o1 | 100
CCOc1ccc(NC(=O)Cn2nnc(-c3ccccc3NC(=O)CC)n2)cc1 | 104
O=C(c1cccs1)N1CCc2ccccc21 | 97
COC(=O)c1ccc(Cl)c(NC(=O)CN(c2ccc3c(c2)OCO3)S(C)(=O)=O)c1 | 99
COc1ccc(-c2nnc(Nc3nc4c(OC)cccc4s3)o2)cc1 | 84
CC(C)NCC(O)COc1ccc(CCOCC2CC2)cc1 (configuration not stated) | 96
CS(=O)(=O)N(CC(=O)Nc1ccc2c(c1)OCO2)c1ccccc1 | 99
O=C(O)c1ccc(COc2c(F)c(F)cc(F)c2F)o1 | 117
COc1ccccc1N1CCN(C(=O)c2ccoc2C)CC1 | 93
CCN(CC)CCn1c(=S)[nH]c2ccccc2c1=O | 87

More compounds:
SMILES | SK-BR-3 tox 24h
Fc1ccc(NCc2cccnc2)cc1 | 87
CC(=O)Nc1ccn(-c2ccccc2)n1 | 88
O=C(Nc1ccc(Cl)cn1)c1cc(S(=O)(=O)N2CCCCC2)ccc1Cl | 85
CCOc1ccc(OCC)c(NS(=O)(=O)c2ccc3c(c2)n(C)c(=O)c(=O)n3C)c1 | 72
Cc1ccc2c(c1)N(CC(=O)NC1CCCc3ccccc31)C(=O)CO2 (configuration not stated) | 61
CCN(CC)c1ccc(CN(C(=O)c2cc(OC)c(OC)c(OC)c2)C2CCS(=O)(=O)C2)cc1 (configuration not stated) | 87
COc1ccccc1N1CCN(C(=O)CSc2nnc3n2C(C)(C)Cc2ccccc2-3)CC1 | 79
CC1=C(C(=O)OCc2ccccc2)C(c2ccc(N3CCOCC3)cc2)NC(=O)N1 (configuration not stated) | 105
CC(C)c1ccc(-c2nc3c([nH]2)c(=O)n(C)c(=O)n3C)cc1 | 79
COc1ccc(-c2nc(-c3cccc(C(F)(F)F)c3)no2)cc1OC | 74
CS(=O)(=O)c1ccc(N2CCN(C3CC(=O)NC3=O)CC2)cc1 (configuration not stated) | 81
CCc1ccc2oc(=O)cc(CN3CCN(CCO)CC3)c2c1 | 89
CN1CCN(S(=O)(=O)c2ccc(-c3ccc(Cl)cc3)cc2)CC1 | 106
Clc1cccc2sc(N3CCOCC3)nc12 | 81
CCN(c1ccc2c(c1)OCO2)S(=O)(=O)c1cc(Br)cc2c1N(C(=O)C1CC1)CC2 | 75
COc1cccc(NC(=O)CN(C)S(=O)(=O)c2ccc(C)cc2)c1 | 90
CC(=O)c1cccc(-n2nnnc2SCC(=O)Nc2ccccc2N2CCCCC2)c1 | 155
CCCOc1ccc2oc(=O)c3c(c2c1)CCCN3C(=O)CN1CCc2ccccc2C1 | 90
COc1ccc2nc(N3CCCC3)c(C#N)cc2c1 | 91
Cc1oc2cc3c(C(=O)N4CCCCC4)c(C)oc3cc2c1C(=O)N1CCCCC1 | 87
CCN(CC)C(=O)CN1CCN(c2ccccc2F)CC1 | 104
COc1ccc(S(=O)(=O)Nc2cc(C)on2)cc1OC | 72
Cc1cccc(Nc2nc3c(c(=O)n(C)c(=O)n3C)n2CC(O)CO)c1 (configuration not stated) | 72
CCCOc1ccc(N2C(=O)CC(SCCN)C2=O)cc1 (configuration not stated) | 92
O=C(Nc1nccs1)c1ccc(S(=O)(=O)NCc2cccs2)cc1 | 117
COc1cccc(OC)c1C(=O)n1nc(C)cc1C | 94
CCCCOC(=O)C1=C(C)NC2(O)c3ccccc3C(=O)C12O (configuration not stated) | 103
COC(=O)C1CCC(C)(C(=O)Nc2ccccc2)C1(C)C (configuration not stated) | 93
CCCCn1nnnc1SCC(=O)Nc1ccc(F)cc1 | 103
CCCc1cc(=O)n2[nH]c(NCc3c(F)cccc3Cl)nc2n1 | 84
Cc1cccc(Nc2ncc3c(n2)CC(c2ccco2)CC3=O)c1 (configuration not stated) | 81
CC1(C)CC(=O)C2=C(C1)N(Cc1ccco1)C(=O)NC2(C(F)(F)F)C(F)(F)F | 104
COc1cccc(-n2c(SCC(N)=O)nc3c([nH]c4ccccc43)c2=O)c1 | 81
COC(=O)c1nc2n(n1)C(c1cc(OC)ccc1OC)C(C(=O)OC1CCCCC1)=C(C)N2 (configuration not stated) | 81
O=C(Nc1ccc(OC(=O)c2ccco2)cc1)c1ccco1 | 85
CCN1CCCC1Cn1cnc2c([nH]c3cccc(Cl)c32)c1=O (configuration not stated) | 120
COc1c2c(nc3ccccc13)OC(C(C)(O)COC(C)=O)C2 (configuration not stated) | 113
C=CCn1c(NCCO)nc2c1c(=O)n(C)c(=O)n2C | 105
CCOC(=O)c1ccc(CNC(=O)Cn2nnc(-c3ccc(C)cc3)n2)o1 | 91
CCOCCn1c(N2CCN(c3ccc(OC)cc3)CC2)nc2c1c(=O)[nH]c(=O)n2C | 80
CCc1c(C(=O)NCc2cnn(C)c2)csc1C | 82
C=CCNC(=O)c1ccc(C)c(Br)c1 | 74
Cc1c(CCC#N)c(N2CCN(C3CCCCC3)CC2)n2c(nc3ccccc32)c1C#N | 6.0*
CC1CCN(c2nc(-c3ccccc3)cc(C(F)(F)F)n2)CC1 | 117
CCOC(=O)c1ccc(N=C2NC(=O)CS2)cc1 | 94
CCCCN1CCc2c([nH]c3c(C)cccc23)C1=O | 88
COc1ccc(CC2S/C(=C(\C#N)C(=O)NCc3ccco3)N(c3ccc(C)cc3)C2=O)cc1 (configuration not stated) | 77
CCC(C)NC(=O)Cn1c(=O)n(-c2ccccc2)c(=O)c2ccc(C(=O)NCc3ccco3)cc21 (configuration not stated) | 75

A draw from above in order of number of heavy atoms, high to low.
SMILES | SK-BR-3 tox 24h
CCC(C)NC(=O)Cn1c(=O)n(-c2ccccc2)c(=O)c2ccc(C(=O)NCc3ccco3)cc21 (configuration not stated) | 75
CCN(CC)c1ccc(CN(C(=O)c2cc(OC)c(OC)c(OC)c2)C2CCS(=O)(=O)C2)cc1 (configuration not stated) | 87
Cc1c(CCC#N)c(N2CCN(C3CCCCC3)CC2)n2c(nc3ccccc32)c1C#N | 6.0*
CC(=O)c1cccc(-n2nnnc2SCC(=O)Nc2ccccc2N2CCCCC2)c1 | 155
COc1ccccc1Oc1c(C)oc2c(CN3CCN(C)CC3)c(O)ccc2c1=O | 73
CCOc1ccc(NC(=O)Cn2nnc(-c3ccccc3NC(=O)CC)n2)cc1 | 104
Cc1onc(-c2ccccc2)c1C(=O)Nc1sc2c(c1C#N)CCC(C)C2 (configuration not stated) | 96
CC(C)N(Cc1nc(-c2ccccc2)no1)C(=O)CSc1ccccc1 | 88
COc1ccc(-c2nnc(Nc3nc4c(OC)cccc4s3)o2)cc1 | 84
O=c1oc2c(CN3CCCCC3)c(O)ccc2c2c1CCCCC2 | 80
CCCc1cc(=O)n2[nH]c(NCc3c(F)cccc3Cl)nc2n1 | 84
CCc1nc2oc3ccccc3c(=O)c2c(=O)n1CCOC | 79
Cc1ccc(Cc2nc(-c3cccc(C)c3)no2)cc1 | 97
COc1ccc2nc(N3CCCC3)c(C#N)cc2c1 | 91
Fc1ccc(NCc2cccnc2)cc1 | 87
N#CCCn1c(Cl)nc2ccccc21 | 100

Further results.
SMILES | SK-BR-3 tox 24h
O=C(CSc1nnc(CCCO)n1-c1ccccc1)NCCc1ccccc1 | 94
CCOc1ccccc1N(CC(=O)Nc1ccccc1C(=O)O)S(C)(=O)=O | 111
O=C(COC(=O)c1cccnc1)Nc1cccc(Cl)c1 | 89
CCN(CC)CCNC(=O)CCCNC(=O)Cn1cnc2sc(C)c(C)c2c1=O | 100
Cn1c(SCC(=O)NCc2cccs2)nnc1-c1ccc(S(=O)(=O)N2CCCC2)cc1 | 59
Cn1c(=O)n(Cc2ccccc2)c(=O)c2c1nc1n2CCCN1C1CCCCC1 | 97
Cc1cccc(S(=O)(=O)C(C#N)c2nc3ccccc3nc2N2CC(C)OC(C)C2)c1 (configuration not stated) | 65
CSc1nc2nc3c(c(=O)n2[nH]1)CN(Cc1ccccc1)CC3 | 87
CC1CCN(C(=O)Cc2nn(C)c(=O)c3ccccc23)CC1 | 88
CCC(C)c1ccccc1NC(=O)c1cccnc1 (configuration not stated) | 91
Cc1onc(-c2ccccc2Cl)c1C(=O)NCc1nc(-c2ccccc2)no1 | 82
COc1ccc(C(=O)c2cnc(C(C)C)n2C)cc1 | 78
COc1ccc(C(C)C)cc1S(=O)(=O)NCc1ccccn1 | 102
Cc1cc(C(=O)Nc2cccc(C(=O)O)c2)oc1C | 102
C=CCn1c(=N)c(C(=O)OCC)cc2c(=O)n3cccc(C)c3nc21 | 77
CCOc1ccccc1NC1c2ccccc2C(=O)N1c1cccnc1 (configuration not stated) | 81
COCCN1C(=O)c2ccccc2C(C(=O)NCc2ccco2)C1c1c[nH]c2ccccc12 (configuration not stated) | 96
Cc1ccc(C(=O)Nc2c(C(=O)NCc3ccco3)cnn2-c2ccccc2)cc1 | 74
COc1ccccc1NC(=O)C1C2CCCCC21 (configuration not stated) | 96
CNC(=O)C1CC(=O)N(c2ccc(C)cc2)C1 (configuration not stated) | 98
CC1(C)NC(=O)N(c2ccccc2Cl)C1(C)NO (configuration not stated) | 96
CC(Oc1ccc(Br)cc1)C(=O)N1CCc2ccccc21 (configuration not stated) | 83
O=C(CNCC1CCCO1)Nc1ccccc1N1CCOCC1 (configuration not stated) | 85
CC(C)(C)OC(=O)N1CCNc2ccccc2C1 | 83
CC(C)CNC(=O)c1cc(-c2ccc(Br)cc2)on1 | 97
CCOc1ccccc1NS(=O)(=O)c1c(C)noc1C | 90
Cc1nc2nc(-c3cccs3)cn2nc1C | 100
CC(=O)Nc1nc(COc2ccccc2)cs1 | 89

Some of the compounds tested, so the mix of outcomes need not match the whole.
